Epigenetic derep – regulators of epigenetic silencing causing reporter derepression in mouse cells | 280,000 tested, 0.2% active | murine LDR cells, GFP reporter derepression, 30 h | Potency, µM (top dose mostly 53.9 µM), for inactives: at the highest dose GFP activation, hits mostly activators; note: % of control where 0% means no effect; nearly all actives have a fitted effect of over 60% in size
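In this reporter-derepression format, murine cells bearing a silenced integrated CMV-GFP locus incubate with test compound (30 h, 37 C), then are washed and imaged; fluorescent objects of 20–120 um count as induced cells.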
GAA glycogen mod – alters human alpha-glucosidase cleavage of glycogen; P10253; recombinant GAA, glycogen substrate, Amplex Red glucose oxidase fluorescence; Potency, µM (top dose mostly 76.4 µM), for the others: top-dose activity change, negative = inhibition, actives largely listed as inhibitors; 300,000 tested, 0.38% active; AID 2100;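 note: 0% = full enzyme reaction and -100% = no-enzyme basal signal; the screen sought inhibitors and activators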
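Recombinant human alpha-glucosidase (4 nM final) hydrolysed bovine liver glycogen (30 ug) for 40 min at 37 C in pH 5.0 citrate/phosphate with 0.01% Tween-20. Released glucose detected by glucose oxidase/Amplex Red, Ex 573/Em 610 nm. Compounds up to 77 uM; AC50 from Hill fits.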
Tau fluor counter – counter-screen for tau fibril formation inhibitors. Potency, µM (titrated, usually from 57.7 µM), without a hit: top-dose activity change, negative = decrease. 280,000 tested, 0.93% active. AID 1463. tau K18 P301L Alexa594 fluorescence, heparin fibrillization; note: % is set by controls: 0 for no effect and ±100 for the full control effect; nearly all actives have a fitted effect of over 55% in size
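Human tau K18 P301L (15 uM unlabeled, 0.24 uM Alexa 594-labeled) in 100 mM sodium acetate pH 7 with 20 uM heparin, 6 hr at 37 C. ThT 30 uM added, 1 hr ambient; Alexa 594 FP and total fluorescence read at 555/632 nm.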
Active calls of the source: *; ? = inconclusive; & = joins results of further samples; [ ] = dose if it differs, or a comment. Calls come from the whole dose curve; as a rule, active = well fitted curve in the direction sought with a large enough effect; inconclusive = small, poorly fitted or top-dose-only effect, or another doubt; inactive = no such curve, though single readings can be large; an effect the other way counts as inactive or inconclusive. Potency is the fitted concentration of half-maximal effect. This is a subset; the hit share may differ from the screen's.

The line under a structure holds: Epigenetic derep | GAA glycogen mod | Tau fluor counter
> O=C(NCCc1nc2ccccc2n1Cc1ccccc1F)c1ccc(F)cc1
  0.8% | 15%[76.3 µM] | -17%
> CC(C)C(=O)Nc1nnc(S(=O)(=O)N2CCc3ccccc32)s1
  ? | 6%&7%[76.3 µM] | -18%
> Cc1ccc(C)c(NC(=O)C2CCCN(c3nc4ccccc4s3)C2)c1 (centres undefined)
  -1.2% | -1%[76.3 µM] | 1%
> Cc1c(NC(=O)c2ccc(OC(C)C)cc2)cccc1-c1nc2ncccc2o1
  -1.6% | 16%[76.3 µM] | -23%
> Cc1ccc(OC(=O)CSc2nnc(-c3cccs3)o2)cc1
  -0.9% | -7%[76.3 µM] | 3%
> CCc1ccc(NC(=O)c2sc3nc(C)c(Cl)c(C)c3c2N)cc1
  4.3% | 0%[76.3 µM] | -11%
> O=C(CSc1nc(-c2ccccc2)nc2c1Cc1ccccc1O2)N1CCCCC1
  -2.9% | 10%[76.3 µM] | 0%
> COc1ccc(NC(=O)c2oc3ccccc3c2NC(=O)Cc2coc3ccc(C)cc23)cc1
  0.0% | 6%[76.3 µM] | ?
> Cn1c(=O)c2c(nc(NCCCCO)n2Cc2ccccc2Cl)n(C)c1=O
  1.0% | 2%[76.3 µM] | -8%
> Cc1ccccc1CNC(=O)CCCn1c(=O)c2cccn2c2ccccc21
  1.4% | -1%[76.3 µM] | -6%
> Cc1ccc(Cl)cc1NC(=O)N1CCC(CN2CCCCCC2)CC1
  0.0% | 5%[76.3 µM] | -8%
> COCCCNC(=O)CCCn1c(=O)c2cccn2c2cccnc21
  1.4% | 12%[76.3 µM] | 10%
> CCC(=O)Nc1sc2c(c1C(=O)Nc1ccc(OC)cc1)CCC(C(C)(C)C)C2 (centres undefined)
  0.0% | 17%[76.3 µM] | -17%
> COc1ccc(CCNC(=O)CCCn2nc(C)c3sc4ccccc4c3c2=O)cc1OC
  -2.6% | -3%[76.3 µM] | ?
> CCOC(=O)c1cnc2c(ccc3ccccc32)c1Nc1ccc(OC)c(OC)c1
  1.6% | -11%[76.3 µM] | ?
> Cn1c(=O)c2c(nc(N3CCOCC3)n2Cc2cccc(Br)c2)n(C)c1=O
  -1.0% | 13%[76.3 µM] | -23%
> Cc1ccc(S(=O)(=O)c2cn(C)c3cc(N4CCCCC4)c(F)cc3c2=O)cc1
  4.9% | 9%[76.3 µM] | 4%
> Cc1cccc(CCn2c(=O)c3ccccc3n(Cc3cccc(F)c3)c2=O)c1
  1.9% | 8%[76.3 µM] | ?
> CCOc1ccc(CNC(=O)c2nn(-c3ccc(OC)cc3)c(=O)c3c2c2ccccc2n3C)cc1
  3.8% | 0%[76.3 µM] | -6%
> O=C(Nc1ccc2oc(-c3ccc(O)c(Br)c3)nc2c1)c1cc2ccccc2o1
  1.1% | 19%[76.3 µM] | -4%

The line under a structure holds: Epigenetic derep | GAA glycogen mod | Tau fluor counter
> Cc1cccc(Cn2cc(S(=O)(=O)c3cccc(C)c3)c(=O)c3cc(F)c(N4CCOCC4)cc32)c1
  -0.2% | 11%[76.3 µM] | -8%
> COc1cc(C2Nc3ccccc3-c3cc(C)nn32)ccc1O (centres undefined)
  -1.0% | ? | -20%
> CCC1CCCCN1CCCNC(=O)c1c(O)nc2cc(C)ccn2c1=O (centres undefined)
  1.1% | -6%[76.3 µM] | -2%
> COc1ccc(CCNS(=O)(=O)c2c(C)nc3sccn3c2=O)cc1OC
  2.5% | 18%[76.3 µM] | 2%
> CCN(CC)S(=O)(=O)c1ccc(NC(=O)c2ccc3c(=O)n4c(nc3c2)CCCCC4)cc1
  -3.8% | 16%[76.3 µM] | -29%
> Cc1ccc(CNC(=O)c2ccc(Cn3c(=O)c4ccccc4n(CC(=O)Nc4ccc(C)cc4C)c3=O)cc2)cc1
  4.4% | -4%[76.3 µM] | -9%
> COc1ccc(-c2cc(C(=O)Nc3sc4c(c3C#N)CCCC4)no2)cc1OC
  -0.9% | 9%[76.3 µM] | -17%
> COc1ccc(NC(=O)Cn2c(SCc3ccc(F)cc3)nc3cccnc32)c(OC)c1
  0.8% | 6%[76.3 µM] | -18%
> CCOc1cc(S(=O)(=O)NCCc2c(C)[nH]c3ccc(C)cc23)ccc1Br
  2.2% | -19%[76.3 µM] | 3.5µM*[quencher]
> Cc1ccc(CCNC(c2ccc(F)cc2)c2nnc(-c3ccccc3Cl)o2)cc1 (centres undefined)
  1.5% | -15%[76.3 µM] | -12%
> COc1ccc(OCCCCn2c(-c3ccc(Cl)cc3)nc3ccccc3c2=O)cc1
  2.3% | -8%[76.3 µM] | -21%
> COc1cc(C(=O)Nc2cccc(OCc3cc(=O)n4c(C)csc4n3)c2)cc(OC)c1OC
  -3.2% | 5%[76.3 µM] | ?
> CCC(C)NC(=O)Cn1ncc2c(C)n(Cc3ccc(F)cc3)c(C)c2c1=O (centres undefined)
  3.5% | 2%[76.3 µM] | -6%
> COc1ccc(C2=NC(c3ccccc3)=Nc3ccc(C)cc3N2)cc1
  1.5% | -10%[76.3 µM] | ?
> CCC(=O)N1CCc2cc(Br)cc(S(=O)(=O)CCC(=O)NCc3ccc(F)cc3)c21
  -1.0% | 13%[76.3 µM] | -14%
> COc1ccccc1NC(=O)C(Cc1ccccc1)NS(=O)(=O)c1ccc2c(c1)CCN2C(C)=O (centres undefined)
  1.0% | 14%[76.3 µM] | -3%
> COc1cccc(CNC(=O)c2cc(=O)[nH]c3ccc(S(=O)(=O)N4CCCCC4)cc23)c1
  -1.8% | 11%[76.3 µM] | -1%
> CCc1ccc(NC(=O)CSc2nc3c(oc4ccccc43)c(=O)n2-c2cccc(C)c2)cc1
  -1.4% | 11%[76.3 µM] | -7%
> CCCCNC(=O)CCCn1c(=O)c2ccccc2n(Cc2ccc(Cl)cc2)c1=O
  0.0% | -3%[76.3 µM] | -5%
> Cc1cccc(NC(=O)Cn2c(=O)n(CCc3ccccc3)c(=O)c3sc4ccccc4c32)c1
  -3.3% | -4%[76.3 µM] | -1%

The line under a structure holds: Epigenetic derep | GAA glycogen mod | Tau fluor counter
> CCc1ccc(NC(=O)CN(c2cc(C)cc(C)c2)S(=O)(=O)c2c(C)[nH]c(=O)[nH]c2=O)cc1
  -1.1% | -2%&-6%[76.3 µM] | -10%
> CCCCN(CC)CCCNC(=O)c1sc2nc(C)cc(C)c2c1-n1cccc1
  -1.9% | -6%[76.3 µM] | -21%
> Cc1ccc(CNC(=O)CC2Oc3ccc(Cl)cc3NC2=O)cc1 (centres undefined)
  0.0% | -5%[76.3 µM] | 7%
> COc1ccc(-n2c(-c3ccccc3F)nc3c(cnn3-c3ccc(C)cc3)c2=O)cc1
  -0.9% | -12%[76.3 µM] | -16%
> COC(=O)c1ccccc1NC(=O)Cn1c(=O)n(-c2ccc(C)cc2)c(=O)c2ccccc21
  -1.8% | -8%[76.3 µM] | -17%
> COc1ccc(-c2cn3nc(N4CCCC(C(=O)NCc5ccccc5C)C4)sc3n2)cc1 (centres undefined)
  -0.4% | 4%[76.3 µM] | -21%
> CCn1c(=O)c2sccc2n2c(CCCC(=O)Nc3ccc(OC)c(OC)c3)nnc12
  4.6% | 19%[76.3 µM] | -8%
> COc1cc2nc(NCc3ccccc3)n3nc(-c4ccccc4)nc3c2cc1OC
  0.0% | -2%[76.3 µM] | -14%
> CC(C)c1noc(-c2ccccc2OCC(=O)Nc2ccccc2[N+](=O)[O-])n1
  -0.3% | -26%[76.3 µM] | ?
> NC(=O)CSc1oc(-c2ccco2)nc1S(=O)(=O)c1ccc(Br)cc1
  -1.0% | -3%&3%[76.3 µM] | -19%
> COc1ccc(NC(=O)Cn2cc(C(=O)C3CCCCC3)c3ccccc32)cc1
  -1.0% | 9%[76.3 µM] | ?
> CC1CCCCN1Cc1c(O)ccc2c(=O)c(-c3cccc(Cl)c3)c(C(F)(F)F)oc12 (centres undefined)
  -1.0% | 17%[76.3 µM] | -8%
> Cc1ccc(N2CC3=C(C2=O)C(c2ccc(Br)cc2)NC(=O)N3C)cc1 (centres undefined)
  0.0% | -8%[76.3 µM] | -17%
> COc1ccc(-c2nc(C(=O)Nc3ccc(C(C)=O)cc3)nn2-c2cccc(Cl)c2)cc1
  -1.5% | -7%[76.3 µM] | -6%
> COc1ccc(NC(=O)c2sc3nc(C)c(C(=O)Nc4ccc(C)cc4C)c(-c4sccc4C)c3c2N)cc1
  9.0% | 2%[76.3 µM] | -19%
> COc1ccc(CCNC(=O)CCCn2nc(C)c3sc4ccccc4c3c2=O)c(OC)c1
  12% | 6%[76.3 µM] | -4%
> Cc1ccc(-c2nc3c(c(SCC(=O)N4CCCCC4)n2)Cc2cc(C)ccc2O3)cc1
  -3.1% | -8%[76.3 µM] | -9%
> Cc1cn2c(=O)cc(COc3cccc(NC(=O)c4cccc(F)c4)c3)nc2s1
  2.9% | 15%[76.3 µM] | -4%
> CCc1cccc(NS(=O)(=O)c2ccc(-n3cccn3)cc2)c1
  -1.7% | -7%[76.3 µM] | ?
> CCCCn1c(=O)c2oc3ccccc3c2n(CC(=O)Nc2cccc(Cl)c2C)c1=O
  6.0% | 16%[76.3 µM] | -5%

Full records from above. Order of values: Epigenetic derep, GAA glycogen mod, Tau fluor counter
COc1ccc(NC(=O)c2sc3nc(C)c(C(=O)Nc4ccc(C)cc4C)c(-c4sccc4C)c3c2N)cc1 in the list: 9.0%, 2%[76.3 µM], -19%
COc1ccc(-c2cn3nc(N4CCCC(C(=O)NCc5ccccc5C)C4)sc3n2)cc1 (centres undefined) in the list: -0.4%, 4%[76.3 µM], -21%
Cc1ccc(-c2nc3c(c(SCC(=O)N4CCCCC4)n2)Cc2cc(C)ccc2O3)cc1 in the list: -3.1%, -8%[76.3 µM], -9%
Cc1ccc(N2CC3=C(C2=O)C(c2ccc(Br)cc2)NC(=O)N3C)cc1 (centres undefined) in the list: 0.0%, -8%[76.3 µM], -17%
COc1ccc(NC(=O)Cn2cc(C(=O)C3CCCCC3)c3ccccc32)cc1 in the list: -1.0%, 9%[76.3 µM], ?

Further entries.
SMILES	Epigenetic derep	GAA glycogen mod	Tau fluor counter
Cc1nc(CC(=O)Nc2ccc(C(N)=O)cc2)cs1	-0.1%	-2%[76.3 µM]	1%
COc1cccc(NC(=O)c2sc3nc(C)c(C(=O)Nc4ccc(C)cc4C)c(-c4ccc(C)o4)c3c2N)c1	?	-7%[76.3 µM]	?
CCn1c(=O)cc(OCC(=O)NCc2ccccc2OC)c2ccccc21	1.1%	-4%[76.3 µM]	-7%
Cc1cc(C)c2c(n1)sc1c(=O)n(-c3cc(Cl)ccc3C)nnc12	0.7%	9%[76.3 µM]	4%
COc1ccc(-c2c(C#N)c(SCC(=O)Nc3cccc(Cl)c3)nc(C)c2C(=O)Nc2ccccc2)cc1OC	1.6%	-1%[76.3 µM]	-16%
CC(=O)c1cccc(NC(=O)CSc2nc3c(c(=O)[nH]2)CCC3)c1	-1.9%	1%[76.3 µM]	-15%
CCOc1ccccc1NC(=O)Cc1csc(COc2cccc(C)c2)n1	-3.2%	-17%[76.3 µM]	-23%
CCOC(=O)c1c(-c2ccc(C)cc2C)csc1NC(=O)c1ccccc1Cl	-1.6%	-9%[76.3 µM]	-10%
Cc1cccc(NC(=O)c2ccc(C(=O)Nc3cccc(C)c3C)cc2)c1C	-0.8%	12%[76.3 µM]	-7%
CCC(=O)Nc1ccc(C)cc1-c1nc2ccccc2n(Cc2ccccc2)c1=O	-1.7%	13%[76.3 µM]	0%
CCOCCCn1c(=N)c(C(=O)NCC2CCCO2)cc2c(=O)n3cccc(C)c3nc21 (centres undefined)	1.8%	18%[76.3 µM]	-4%
Cc1ccc(C(=O)Nc2cccc(-c3nc4ccccc4o3)c2)c(Cl)c1	1.0%	0%[76.3 µM]	-25%
CCn1c(C)c(C2N3CC4(C)CN2CC(CC)(C3)C4=O)c2ccccc21 (centres undefined)	-1.5%	-9%[76.3 µM]	-5%
CCc1ccc(NC(=O)CSc2nc3ncccc3[nH]2)cc1	-1.2%	15%[76.3 µM]	-10%
O=C(CSc1nc(-c2ccccc2)[nH]c1-c1ccc(F)cc1)NC1CCCC1	1.7%	16%[76.3 µM]	28µM*[quencher]
Cc1ccc2oc(C(=O)Nc3ccc(S(=O)(=O)N(C)Cc4ccccc4)cc3)cc(=O)c2c1	7.4%	19%[76.3 µM]	-27%

2 records drawn at random from the list so far, as already listed:
SMILES	Epigenetic derep	GAA glycogen mod	Tau fluor counter
CCOC(=O)c1c(-c2ccc(C)cc2C)csc1NC(=O)c1ccccc1Cl	-1.6%	-9%[76.3 µM]	-10%
CC(=O)c1cccc(NC(=O)CSc2nc3c(c(=O)[nH]2)CCC3)c1	-1.9%	1%[76.3 µM]	-15%

Source: PubChem
